Source: PubChem (The Scripps Research Institute Molecular Screening Center)
TAAR1 antag: antagonists of human TAAR1; Q96RJ0; CHO RD-HGA16 TAAR1, Fluo-8 calcium fluorescence, antagonist; inhibition, % at 3 µM; 1.5% of 360,000 active; AID 624466;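 active means inhibition above a per-plate cutoff, the mean inhibition of test compounds on that plate plus 3 SD, cut at about 49% in these data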;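 further: 0% = DMSO plus EC80 beta-PEA response and 100% = DMSO alone without agonist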
Target sequence (Q96RJ0 whole entry, looked up): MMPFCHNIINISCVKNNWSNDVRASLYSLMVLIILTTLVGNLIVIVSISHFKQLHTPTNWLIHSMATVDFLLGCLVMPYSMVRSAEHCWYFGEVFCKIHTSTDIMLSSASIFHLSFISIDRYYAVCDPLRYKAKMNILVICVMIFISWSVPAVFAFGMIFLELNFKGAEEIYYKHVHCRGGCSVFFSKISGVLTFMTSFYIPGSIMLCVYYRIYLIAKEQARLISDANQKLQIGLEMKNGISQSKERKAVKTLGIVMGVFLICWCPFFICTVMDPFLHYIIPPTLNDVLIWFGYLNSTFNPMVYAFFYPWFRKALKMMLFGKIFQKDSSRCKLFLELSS
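Test system: RD-HGA16 CHO cells with stable hTAAR1 and Gα16 / Probe or stimulus: EC80 β-phenethylamine stimulus / Times: seeding 17-24 h prior, 75-min 37 °C, 30-min RT dye loading / Detection: Fluo-8 calcium-sensitive fluorescence / Read-out basis: % inhibition scaled between DMSO and EC80 PEA controls / Repeats: singlicate, one well per test compound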
M1 ag parental: counter-screen for M1 agonists: effect in parental CHO-K1 cells; Fluo-8 calcium fluorescence; scaled to maximal ATP response, vehicle zero; activation, % at 3 µM; 0.48% of 360,000 active; AID 602248; in the data active means activation above about 15%;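 further: untransfected CHO-K1 host cells lacking M1 receptor as counterscreen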
CHO-K1 Ca antag: counter-screen for M1 antagonists: effect in parental CHO-K1 cells; ATP-induced calcium, Fluo-8 fluorescence; inhibition, % at 3 µM; 0.6% of 360,000 active;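 active means inhibition above a per-plate cutoff, the plate's mean sample inhibition plus 3 SD, cut at about 24% in these data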;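 further: 0% = DMSO plus EC80 ATP and 100% = DMSO alone without ATP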
M1 PAM parental: nonselective activator or artifact in parental CHO-K1 calcium assay; ATP EC20, Fluo-8 calcium fluorescence; 0% at ATP EC20, 100% at ATP max; activation, % at 3 µM; 0.02% of 360,000 active;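 active means activation above the run cutoff, the mean activation of all test compounds plus 3 SD, cut at about 40% in these data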;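 further: peak over basal fluorescence ratio in a 140 s read after ATP addition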
V1aR counter: V1a receptor agonism, counter-screen for OXTR agonists | CHO-V1R cells, Fluo-8 calcium fluorescence, agonist mode; 0% DMSO, 100% 3 nM vasopressin | activation, % at 3 µM | AID 2797 | P37288 | 0.25% of 320,000 active;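 active means activation above the mean activation of all tested compounds plus 3 SD, per screening run, cut at about 20% in these data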;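 further: signal is peak over basal fluorescence ratio across a 100 second FLIPR read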
OXTR potentiator: potentiators of human oxytocin receptor; activation, % at 3 µM; CHO-OTR cells, Fluo-8 calcium fluorescence, potentiator mode; 0% = oxytocin EC15, 100% = EC100; AID 2445; P30559; 0.061% of 320,000 active;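 active means activation above that plate's cutoff, the mean activation of tested compounds plus 3 SD, cut at about 6.6% in these data, passing the limit was not always enough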;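 further: 100% uses oxytocin at 75 nM as the full agonist control; some results filed as inactive read as strong as hits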
Target sequence (P30559 whole entry, looked up): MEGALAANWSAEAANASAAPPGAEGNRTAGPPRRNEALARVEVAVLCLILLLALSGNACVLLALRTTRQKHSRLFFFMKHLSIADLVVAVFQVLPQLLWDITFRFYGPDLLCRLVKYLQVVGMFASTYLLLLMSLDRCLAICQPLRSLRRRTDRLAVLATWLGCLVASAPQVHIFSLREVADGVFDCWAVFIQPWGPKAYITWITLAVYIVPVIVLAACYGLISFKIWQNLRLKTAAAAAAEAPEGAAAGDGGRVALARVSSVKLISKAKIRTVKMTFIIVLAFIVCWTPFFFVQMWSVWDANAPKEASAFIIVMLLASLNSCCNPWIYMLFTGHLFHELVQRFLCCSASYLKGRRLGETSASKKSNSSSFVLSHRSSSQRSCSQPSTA
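System: human OTR in CHO cells; Also added: sub-maximal oxytocin, roughly EC15; Timing: compound 6 min at room temperature before oxytocin, 100 s read; Technique: Fluo-8 intracellular calcium fluorescence, ex 470-495, em 515-575 nm; Controls: oxytocin EC15 low and EC100 high; Replication: singlicate.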
OXTR agonist: human OXTR agonism; P30559; CHO-OTR cells, Fluo-8 calcium fluorescence; normalized: DMSO 0%, oxytocin 100%; activation, % at 3 µM; 0.32% of 320,000 active; AID 2435;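 active means activation above the mean of all tested compounds plus 3 SD, cutoff set per screening run, cut at about 20% in these data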;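 further: peak over basal fluorescence ratio from a 100 s FLIPR kinetic read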
GPR7 antagonist: human neuropeptides B/W receptor 1 antagonism. P48145. GPR7-expressing cells, fluorescence antagonist assay. inhibition, % at 4.4 µM. 1.1% of 290,000 active. AID 1861; in the data active means inhibition above about 16%, passing the limit was not always enough;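 further: cells stimulated with the agonist NPW; 0% = agonist with vehicle and 100% = vehicle without agonist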
Target sequence (P48145 whole entry, looked up): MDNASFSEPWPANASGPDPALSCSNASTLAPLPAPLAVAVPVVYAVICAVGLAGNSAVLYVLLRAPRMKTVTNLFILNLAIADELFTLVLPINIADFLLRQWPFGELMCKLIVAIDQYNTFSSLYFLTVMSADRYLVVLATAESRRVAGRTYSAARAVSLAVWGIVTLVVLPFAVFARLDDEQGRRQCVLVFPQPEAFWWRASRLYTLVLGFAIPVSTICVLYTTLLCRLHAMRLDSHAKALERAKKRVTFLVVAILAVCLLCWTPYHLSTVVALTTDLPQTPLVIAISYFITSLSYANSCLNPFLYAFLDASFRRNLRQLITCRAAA
CHO parental Ca: signal in parental CHO cells, OX1R antagonist counter-screen; 0.63% of 330,000 active; parental CHO-K1, ATP-induced calcium, Fluo-8 fluorescence; inhibition, % at 5.6 µM;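 active means inhibition above that plate's mean sample inhibition plus 3 SD, cut at about 26% in these data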;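 further: 0% = ATP-challenged DMSO wells and 100% = DMSO wells without ATP; some compounds past the cut are filed as inactive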
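Measured by: calcium-sensitive Fluo-8 fluorescence / Test system: CHO parental line / Controls: ATP-challenged DMSO wells low, unchallenged DMSO wells high / Measure: % inhibition / Compound: single nominal dose of 5.6 µM per compound / Replicates: single well per compound, no replicates / Reagent: ATP as calcium-mobilizing challenge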
Numbers without * were called inactive; nt = no result given.

SMILES | TAAR1 antag | M1 ag parental | CHO-K1 Ca antag | M1 PAM parental | V1aR counter | OXTR potentiator | OXTR agonist | GPR7 antagonist | CHO parental Ca
c1ccc(CNc2ccc(N3CCOCC3)cc2)cc1 | -13 | 5.9 | -1 | 5 | -0.6 | 3 | 1.8 | nt | -14
CCOC(=O)Cn1cc([N+](=O)[O-])c(OC)n1 | -6 | 3.0 | -3 | 14 | 1.1 | -8 | 0.9 | 0 | 17
CCC(Sc1ccc2nnc(CCNS(=O)(=O)c3ccc(OC)cc3)n2n1)C(=O)OC (stereo not drawn) | 15 | 0.1 | -19 | 21 | 0.1 | 3 | 0.2 | -6 | -9
COc1cc(C2C(C#N)=C(N)N(N(C)C)C3=C2C(=O)CCC3)ccc1O (stereo not drawn) | -9 | 0.0 | 0 | 7 | nt | nt | nt | 5 | nt
CC(C)Cc1nnc(NC(=O)CCC(=O)Nc2ccccc2)s1 | -7 | 3.1 | -16 | 20 | 5.4 | -7 | 2.9 | -10 | -14
O=C(CSc1nnc2c3ccccc3c3ccccc3c2n1)Nc1ccccc1F | -1 | -0.2 | 19 | -6 | 0.2 | -8 | 1.0 | -5 | -28
O=C(Cn1c(=O)cnc2ccccc21)Nc1ccccc1N1CCOCC1 | -12 | 1.2 | 9 | -5 | -0.9 | -1 | 0.8 | 14 | -13
CC(C)NC(=O)NC(=O)CSc1ccccc1F | -18 | 4.3 | -7 | 27 | 0.4 | -7 | -1.6 | 3 | 2
Cc1cc(C)cc(OCc2nc(-c3cccnc3)no2)c1 | 0 | 1.7 | -6 | 11 | -0.4 | -9 | -2.0 | 2 | -6
CCc1ccc(CC2S/C(=C(\C#N)C(C)=O)NC2=O)cc1 (stereo not drawn) | 6 | 2.6 | -19 | 1 | 5.1 | -26 | 6.4 | -4 | -2
CCOc1ccc(C(C(=O)NCC2CCCO2)N(Cc2ccccc2)C(=O)c2snc(C(N)=O)c2N)cc1 (stereo not drawn) | 57* | 3.7 | -8 | 12 | 7.7 | -13 | 5.6 | -6 | -12
Cc1cccn2c1nc(=S)n2C(=O)c1ccco1 | -18 | -0.3 | 15 | -11 | 0.1 | 4 | 1.4 | -5 | -2
O=C(OCC(=O)N(C1CCCCC1)C1CCCCC1)c1ccco1 | -22 | 0.0 | -7 | 19 | -1.1 | 4 | -1.4 | -2 | -14
Cc1cc(F)ccc1S(=O)(=O)Nc1ncnc2scc(-c3ccc(F)cc3)c12 | 4 | 0.7 | -8 | 18 | 5.0 | -8 | 0.9 | -8 | -1
COc1ccc(S(=O)(=O)Nc2ccc(-c3ccc4nncn4n3)cc2)c(OC)c1 | -5 | 0.4 | -1 | 4 | 0.6 | -5 | 0.9 | nt | -10
Cc1cc2ncn(CS(C)(=O)=O)c2cc1C | -23 | 0.1 | -3 | -2 | 0.6 | -11 | 1.7 | -8 | -11
COc1ccc(Cl)cc1NC(=O)CN(C)C(=O)c1ccc(N2CCCCC2)c([N+](=O)[O-])c1 | 9 | 3.6 | 2 | 14 | 4.7 | -18 | 1.9 | nt | -11
CCN(CC)c1ccc(NC(=O)COC(=O)CSc2ccc(Br)cc2C)cc1 | -7 | -0.1 | 1 | -3 | -0.4 | -10 | -1.8 | -16 | -14
Cc1c(Cl)c(-c2n[nH]c(=S)n2-c2ccccc2)nn1C | -4 | 0.1 | -22 | 22 | -0.5 | -1 | 0.9 | -6 | -10
Cc1cc(C)nc(NC(=NCCc2c[nH]c3ccccc23)NC(=O)Nc2cccc([N+](=O)[O-])c2)n1 | 36 | 1.0 | -11 | 10 | 1.1 | -6 | 0.3 | -3 | -10
Cc1ccc(-c2ccc3nnc(SCC(N)=O)n3n2)cc1 | -19 | -1.2 | -9 | 0 | -1.3 | -2 | -2.6 | -12 | -7
Cc1nc(N2CCOCC2)nc(N2CCN(c3ccccc3)CC2)c1[N+](=O)[O-] | 8 | 0.1 | -7 | 15 | -0.1 | -10 | 0.1 | -7 | -3
COc1ccc(Cl)cc1Nc1nc(-c2cccnc2)cs1 | -9 | 0.0 | -17 | 9 | -0.7 | -1 | -1.7 | -21 | -21
COc1ccccc1C(=O)NC(CCSC)C(=O)NNC(=O)c1ccccc1C (stereo not drawn) | -27 | 0.1 | 6 | -7 | -0.6 | 9 | -0.8 | nt | -30
CCOC(=O)c1ccc(NC(=O)NCc2ccccc2OC)cc1 | 20 | 1.2 | -5 | -9 | 0.8 | 0 | 0.9 | 12 | -18
CSc1nnc(N2C(=O)C(O)=C(C(=O)c3ccco3)C2c2cccc(Cl)c2)s1 (stereo not drawn) | -2 | 3.8 | -1 | 5 | 45* | -6 | 10 | 4 | 33*
CNC(=O)c1c(NC(=O)C2=COCCO2)sc2c1CCN(C(=O)OC)C2 | -24 | 0.4 | -6 | 20 | -1.7 | 4 | -1.6 | nt | -8
C/C(=N/NC(=O)c1ccc(Cl)s1)c1cccnc1 | -21 | 13 | 1 | 19 | -0.5 | -16 | -1.0 | -8 | -8
COc1ccccc1NC(=O)Cn1c(=O)n(CCc2c[nH]c3ccccc23)c(=O)c2cccnc21 | 57* | 5.8 | 4 | 11 | 3.4 | -10 | -0.6 | 0 | 14
CC(/C=C/c1ccc(OCc2ccccc2)cc1)=N\O | -20 | 1.1 | -1 | 18 | 0.4 | 2 | -0.9 | -4 | 0
CCOC(=O)C1=C(C)NC(=O)NC1/C=C/c1ccccc1OC (stereo not drawn) | -12 | -0.2 | 5 | -12 | 0.8 | 3 | 1.5 | -2 | -4
C=CCn1c(SCC(=O)Nc2ccc3c(c2)OCCO3)nnc1-c1ccco1 | -5 | 0.5 | -8 | 2 | -0.1 | 3 | -0.6 | 2 | -11
Cc1ccc(NC(=O)[C@@H]2CCCN2S(=O)(=O)c2ccccc2F)cc1 | -18 | 0.2 | 20 | -25 | 0.4 | -6 | 0.4 | -11 | -3
O=C(Cc1ccc(F)cc1)Nc1ccc(F)c([N+](=O)[O-])c1 | 5 | 3.6 | 4 | 14 | 2.7 | -15 | 3.2 | 11 | 2
COc1cc(-c2nnc(-c3cccs3)o2)cc(OC)c1OC | 14 | 2.4 | -11 | 19 | -0.2 | -1 | -2.0 | -8 | -23
COc1cccc(C(=O)NC23CC4CC(CC(C4)C2)C3)c1 | -6 | 0.1 | -16 | 5 | -1.1 | 2 | -2.0 | -13 | -17
O=C(COc1ccccc1)NNC(=S)NC(=O)c1ccc(Cl)cc1Cl | nt | nt | nt | nt | -0.6 | -11 | 0.0 | -3 | -12
COc1ccc(-c2cc(-c3ccccc3)c(C#N)c(=S)[nH]2)cc1 | -15 | 0.9 | -9 | 18 | 1.2 | -3 | 0.5 | -9 | -17
CS(=O)(=O)N1N=C(c2ccco2)CC1c1ccco1 (stereo not drawn) | 0 | -0.1 | -12 | 18 | -0.1 | -6 | 0.5 | 0 | -5
CCN(CC)CCSc1nnc2c3ccccc3n(Cc3ccccc3)c2n1 | -15 | 0.9 | -8 | 13 | -0.2 | -9 | -0.1 | -11 | -20
CC1CCC(NC(=O)c2cccc(S(=O)(=O)N3CCN(c4ccccc4)CC3)c2)CC1 (stereo not drawn) | -9 | 0.7 | 0 | -2 | 1.5 | -2 | 0.4 | nt | -9
COC(=O)c1sc(-c2ccc(C(C)(C)C)cc2)cc1NC(=O)c1ccccc1C(=O)O | 20 | 0.5 | 1 | -1 | 1.8 | -6 | 2.6 | -24 | 15
COc1ccc(S(=O)(=O)N2CCOC23CCN(S(=O)(=O)c2cc(C)ccc2OC)CC3)cc1 | 2 | 0.1 | 2 | 9 | 1.1 | 3 | -0.4 | nt | -14
O=C(NC(=S)Nc1ccc(C(=O)N2CCOCC2)cc1)c1ccc([N+](=O)[O-])cc1 | 18 | 0.8 | -2 | 7 | 1.1 | -5 | 0.9 | 1 | -2
Cn1ncc([N+](=O)[O-])c1C(=O)Nc1ccccc1 | -27 | 0.1 | -4 | 6 | -0.1 | -3 | -0.2 | 0 | 4
COc1ccc(OC)c(NC(=O)COC(=O)c2n[nH]c3ccccc23)c1 | 13 | 14 | -15 | -4 | 9.7 | -14 | 8.6 | nt | -14
Cc1nc(SCc2nc3c(F)cccc3[nH]2)c2oc3ccccc3c2n1 | 3 | 1.3 | -15 | 22 | 0.0 | 5 | 0.6 | nt | -16
CC(=O)Nc1ccc(NS(=O)(=O)c2cc(Cl)ccc2Cl)cc1 | -26 | 1.7 | -13 | 13 | 4.0 | -3 | 2.7 | -3 | 1
COc1cc(C(=O)Nc2cccc(C)c2C)c(Br)c(OC)c1OC | 11 | 1.3 | 16 | -1 | 0.6 | -1 | -0.7 | -16 | -13
CCOC(CC(=O)NNC(=O)c1c(-c2ccccc2Cl)noc1C)OCC | -16 | 3.5 | 4 | -6 | 1.3 | -1 | 0.8 | -13 | -4
O=C(O)c1cccc(NC(=O)c2ccc3c(c2)C(=O)N(Cc2ccco2)C3=O)c1 | 7 | -0.1 | 2 | 0 | 0.3 | -24 | 0.4 | -8 | -8
COc1cc2c(cc1OC)CN(C(=O)c1cc(S(=O)(=O)N3CCOCC3)ccc1Cl)CC2 | -12 | 1.4 | -6 | 21 | 1.0 | -5 | 1.6 | -8 | -15
COc1cc(/C=N/NC(=Nc2ccc(C)cc2)c2nc3ccccc3s2)ccc1O | 7 | -1.1 | -11 | 18 | 0.9 | -9 | 0.0 | -19 | -15
O=C(COc1coc(CN2CCN(c3ccc(F)cc3)CC2)cc1=O)NCC1CCCO1 (stereo not drawn) | -19 | 0.2 | -11 | -19 | 0.6 | -1 | 0.3 | nt | 0
O=C(N/N=C/c1cccs1)c1[nH]ncc1Br | -4 | 0.5 | -3 | -4 | nt | nt | nt | 6 | nt
COc1ccccc1Cn1c(=S)[nH]c2cc(C(=O)NCc3cccnc3)ccc2c1=O | 19 | 0.9 | 9 | -10 | 4.6 | -3 | 0.6 | -4 | -6
O=C(N/N=C/c1ccccc1O)C(=O)N1CCCCCC1 | -20 | 2.2 | -10 | 20 | 0.1 | -3 | -0.5 | -2 | -4

Arranged by heavy-atom count (highest first): 3 of the compounds above.
SMILES | TAAR1 antag | M1 ag parental | CHO-K1 Ca antag | M1 PAM parental | V1aR counter | OXTR potentiator | OXTR agonist | GPR7 antagonist | CHO parental Ca
O=C(COc1coc(CN2CCN(c3ccc(F)cc3)CC2)cc1=O)NCC1CCCO1 (stereo not drawn) | -19 | 0.2 | -11 | -19 | 0.6 | -1 | 0.3 | nt | 0
O=C(O)c1cccc(NC(=O)c2ccc3c(c2)C(=O)N(Cc2ccco2)C3=O)c1 | 7 | -0.1 | 2 | 0 | 0.3 | -24 | 0.4 | -8 | -8
COc1cc(C(=O)Nc2cccc(C)c2C)c(Br)c(OC)c1OC | 11 | 1.3 | 16 | -1 | 0.6 | -1 | -0.7 | -16 | -13
